# GALR2 antag: blocks the human galanin receptor 2; O43603; GALR2-expressing cells, antagonist mode; AID 828; 140,000 tested, 0.39% active; inhibition, % at 4 µM; in the data active = inhibition above about 27%;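 also: cells stimulated with galanin 1-16 at roughly its EC80; 0% = agonist challenge control and 100% = basal control without agonist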
# Target sequence (O43603 whole entry, looked up): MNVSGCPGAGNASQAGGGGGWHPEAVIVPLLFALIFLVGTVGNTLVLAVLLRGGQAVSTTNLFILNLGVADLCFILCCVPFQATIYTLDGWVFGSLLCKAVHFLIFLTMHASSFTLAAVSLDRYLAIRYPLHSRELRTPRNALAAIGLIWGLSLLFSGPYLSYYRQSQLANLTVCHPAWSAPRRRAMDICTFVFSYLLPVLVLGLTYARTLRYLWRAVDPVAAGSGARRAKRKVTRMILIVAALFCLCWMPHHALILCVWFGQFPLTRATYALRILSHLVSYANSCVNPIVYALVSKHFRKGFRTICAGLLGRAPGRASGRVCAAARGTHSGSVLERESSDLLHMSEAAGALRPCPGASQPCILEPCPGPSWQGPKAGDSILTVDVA
# E-sel TNF inh: blocks E-selectin expression induced by TNF alpha; HUVEC TNFa-induced E-selectin immunofluorescence, high content; inhibition, % at 2 µM; 120,000 tested, 0.71% active;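 active = inhibition above the batch mean plus 3 SD, and confirmed as a hit on visual image review, cut at about 43% in these data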;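 also: 0% = TNF-stimulated DMSO wells and 100% = unstimulated control wells; not every result past the cut was called active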
# Yeast growth inh: yeast BB579 growth reduction in restrictive medium. S. cerevisiae BB579 growth, OD615, 48 h. inhibition, % at 10 µM. 140,000 tested, 0.51% active;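 active = inhibition above a set limit, 3 SD over the mean compound inhibition, cut at about 44% in these data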; also: inactives centre near -24
#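 Test system: S. cerevisiae DeaD strain BB579 yeast; Medium: restrictive CSMM-D medium; Compound: one dose, 10 µM compound with 0.25% DMSO; Incubation: 4 h cell preincubation, 48 h compound exposure, 30 °C humidified; Signal: OD at 615 nm; Benchmarks: amphotericin B at 10 µg/mL as positive control.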
# HCT116 PTEN-null: PTEN-deleted cell growth suppression; HCT116 PTEN-null viability, CellTiter-Glo, 60 h; stronger effect = lower value; viability, % at 10 µM; AID 827; 140,000 tested, 1.2% active;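 active = viability at or below a set limit, 4 SD under the median of all tested compounds, cut at about 3.7% in these data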;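 also: PTEN knockout HCT116 line with beta catenin targeted HCT116 as companion control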
# MRP-1 activ: activators of MRP-1; H69AR cells + doxorubicin, viability rescue, CellTiter-Glo; viability increase, % at 10 µM; 140,000 tested, 0.61% active; AID 799;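 active = viability gain under doxorubicin at or above a set limit, the compound median plus 3 SD, cut at about 4.7% in these data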;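 also: MRP-1 overexpressing cells given doxorubicin 25 µM after compound pretreatment; 18-22 h compound pretreatment then 72 h with doxorubicin before readout; 0% = doxorubicin-only wells and 100% = vehicle-treated cells without doxorubicin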
# NPY Y2 blocker: NPY-Y2 (human) receptor antagonism. inhibition, % at 2.7 µM. NPY-Y2 expressing cells, antagonist mode. P49146. 140,000 tested, 0.99% active; in the data active = inhibition above about 17%;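 also: 0% = vehicle with agonist challenge and 100% = reference antagonist with challenge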
# Target sequence (P49146 whole entry, looked up): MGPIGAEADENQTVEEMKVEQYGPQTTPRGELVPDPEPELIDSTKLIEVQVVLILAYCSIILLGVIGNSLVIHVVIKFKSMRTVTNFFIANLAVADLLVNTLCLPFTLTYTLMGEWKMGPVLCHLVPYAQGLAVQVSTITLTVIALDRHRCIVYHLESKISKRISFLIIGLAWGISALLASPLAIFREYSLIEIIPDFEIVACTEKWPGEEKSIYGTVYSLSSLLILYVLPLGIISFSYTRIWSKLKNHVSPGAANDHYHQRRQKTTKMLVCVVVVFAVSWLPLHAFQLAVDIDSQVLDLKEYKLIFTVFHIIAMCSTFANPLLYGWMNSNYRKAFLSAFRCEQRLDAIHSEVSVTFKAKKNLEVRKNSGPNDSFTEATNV
# Phagocyt inh: inhibitors of macrophage phagocytosis | J774A.1 macrophage IgG-bead phagocytosis, imaging | inhibition, % at 5 µM | 110,000 tested, 0.07% active | AID 1029;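 active = inhibition above the mean of the plate negative controls plus 5 SD, cut at about 13% in these data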;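 also: phagocytic index as fraction of beads internalized from green versus red external bead signal; plate controls were DMSO negative control for no effect and cytochalasin-D positive control for full effect; some results beyond the cut were filed as inactive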
# bCat KO growth: beta-catenin-lacking colon tumor cell growth suppression. viability, % at 10 µM. 140,000 tested, 1.5% active. HCT116 beta-catenin knockout viability, CellTiter-Glo, 60 h; stronger effect = lower value. AID 818;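 active = viability at or under a set limit, the compound median less 4 SD, cut at about 6% in these data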;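 also: 0% = Hyamine 1622 control at 20 µM and 100% = untreated cell control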
# Yeast life ext: yeast lifespan extension; 130,000 tested, 0.68% active; S. cerevisiae growth with nicotinamide, OD615; deaD strain in restrictive glucose medium; inhibition of the nicotinamide effect, % at 10 µM;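 active = inhibition above a set limit, placed 3 SD over the median of all compounds, cut at about 26% in these data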;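 also: 0% = nicotinamide-treated wells and 100% = cells grown without nicotinamide; some compounds called inactive have numbers as strong as hits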
#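 Assay system: engineered S. cerevisiae DeaD replicative-lifespan strain, galactose-grown log-phase cells; medium: restrictive CSMM-D dextrose medium; also added: nicotinamide, 1.5 mM, co-present with compound; schedule: 48 h compound exposure at 30 °C, humidified; detection: absorbance at 615 nm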
# Measles CPE: protection of cells from measles virus. Measles virus-infected cells, CPE protection, absorbance. 140,000 tested, 1.5% active. protection (pct of control), % at 4 µM. AID 841; in the data active = protection mostly above about 24%, no sharp cut-off; inactive = mostly below about 26%; also: some compounds called inactive have numbers as strong as hits
# Numbers without * were called inactive; · = no result given.
SMILES,GALR2 antag,E-sel TNF inh,Yeast growth inh,HCT116 PTEN-null,MRP-1 activ,NPY Y2 blocker,Phagocyt inh,bCat KO growth,Yeast life ext,Measles CPE
O=C(Nc1ccc(F)c(Cl)c1)C1CCN(S(=O)(=O)c2cccnc2)CC1,-8,11,-15,57,-1.2,-1,·,48,-9,0
Cc1cc(NC(=O)COC(=O)c2cc(S(=O)(=O)N3CCOCC3)ccc2N2CCCCC2)no1,9,16,-18,97,-3.2,0,·,91,-2,12
COc1ccc(C2C(C(=O)NCCN3CCOCC3)c3ccccc3C(=O)N2C2CCCCC2)cc1 (centres undefined),-7,5,-21,63,-3.3,2,·,61,-8,4
Cc1ccc(-c2cc(C(=O)NCc3cccnc3)no2)cc1,-11,16,-16,86,-1.1,0,-1,90,-4,18
Cc1nnc(SCc2ccc(Cl)cc2Cl)[nH]c1=O,-1,8,-23,102,-1.4,5,0,107,8,13
O=C(N1CCCCC1)C12CC3CC(CC(C3)C1)C2,-1,3,-44,85,0.0,-1,·,70,·,21
Cn1nnnc1SCC(=O)N1CCc2ccccc2C1,-5,20,-6,97,0.2,2,0,90,-4,21
COCCCNC(=O)CN(C1CCCCC1)S(=O)(=O)c1ccc(C)cc1,4,·,-42,93,-2.0,1,-1,93,-2,6
COc1cccc(C(=O)Nc2ccc(-c3nnc(-c4ccco4)o3)cc2)c1,1,-5,-50,97,-1.0,5,·,94,-20,29
O=c1cc(CO)oc(C(Nc2ccccn2)c2ccc(C(F)(F)F)cc2)c1O (centres undefined),2,-23,8,86,-5.2,0,·,80,16,20
CCc1nnc(NS(=O)(=O)c2ccc(N/C=C\C(=O)c3cccc4ccccc34)cc2)s1,8,·,-25,87,1.1,3,-13,89,7,12
CCn1cc(Br)c(C(=O)Nc2ccc(OC)cc2)n1,1,21,-45,88,-1.4,4,0,84,-33,6
O=S(=O)(NC1CCCCC1NCc1ccco1)c1ccccc1 (centres undefined),7,-11,-23,90,-1.7,2,0,90,10,9
CCC(=O)NC(c1ccccc1OC)c1ccc2cccnc2c1O (centres undefined),7,17,19,2.7*,-6.9,-2,·,3.9*,·,1
CC1(C)COCN1S(=O)(=O)c1ccc(C(=O)Nc2nnc(-c3ccc(Cl)s3)o2)cc1,-3,-17,-47,5,-4.7,1,·,11,-4,6
O=c1c2ccccc2nc(-c2ccccc2)n1Cc1ccccc1,-7,·,-35,75,-1.2,3,-4,80,4,15
COc1cc(/C=C/C(=O)OCC(=O)N2CCN(S(=O)(=O)c3ccc(C)cc3C)CC2)ccc1O,7,·,1,84,-2.6,3,-12,93,-2,15
Cn1c(COc2ccccc2)nnc1SCCSc1nnc(COc2ccccc2)n1C,5,-23,-19,87,2.4,2,-2,89,-4,8
CN(C)c1ccc(NC(=O)Cn2c(=O)n(Cc3ccccc3)c(=O)c3ccccc32)cc1,-12,·,-51,82,1.8,0,-2,74,-5,10
CC(C)/C=N/NC(=O)c1cccc(N2CCCC2=O)c1,-4,-10,-29,100,0.2,4,-8,98,-2,5
O=C1CN(C(=O)c2ccco2)C(c2ccccc2)c2cc(Cl)ccc2N1 (centres undefined),-4,-35,-27,74,-3.3,0,-2,71,0,8
CCOC(=O)COc1ccc2c3c(c(=O)oc2c1C)CCC3,11,7,-33,98,2.0,4,9,103,-18,6
COc1ccc(-c2nc(NC(=O)C3CCN(c4nc5ccccc5o4)CC3)sc2C)cc1,-13,·,-20,34,-5.1,-3,-1,47,4,12
O=C(O)c1cn(-c2ccccc2)c(=O)c2ccccc12,-10,6,-15,92,-2.6,-1,·,96,3,11
O=C(Nc1nccs1)c1ccc(Cl)c(S(=O)(=O)N2CCOCC2)c1,10,·,-52,88,0.0,1,0,81,-11,6
CC1(C)Cc2c(sc3nc(-c4cc5ccccc5o4)n(N)c(=O)c23)CO1,-12,-10,-31,89,-0.3,0,0,81,-22,7
CC(C)OC(=O)CSc1nnc2n1C(C)(C)Cc1ccccc1-2,-19,46,18,93,181*,6,0,96,-15,5
COc1cccc(CN=CC2=C(O)CC(C)(C)CC2=O)c1OC,3,-5,-30,107,-0.8,6,-2,98,-4,16
Cc1[nH]n2c(=O)cc(Cc3ccccc3)nc2c1C#N,-9,-34,8,94,-1.4,6,-1,89,-4,5
COc1ccccc1N(Cc1ccccc1)S(=O)(=O)c1cccc(C(=O)O)c1,12,·,-45,110,-1.0,1,4,101,10,16
CC(C)(CCl)C(=O)Nc1ccc(Sc2ccc(F)cc2)cc1,0,12,-48,65,-1.6,-1,·,72,-10,11
CCn1c(Cc2ccccc2)nnc1SCC(=O)Nc1ccc(N2CCOCC2)c(Cl)c1,4,-14,-39,98,-0.9,3,0,91,-8,7
O=C(Nc1cccc(C(F)(F)F)c1)c1cnc2n(c1=O)CCS2,-13,·,-62,95,0.1,-3,0,91,-5,16
CCCOc1ccc(N2C(=O)CC(N(CCc3ccc(OC)cc3)C(=O)c3cccc(F)c3)C2=O)cc1 (centres undefined),-5,-35,-19,89,-2.8,1,-1,85,-1,3
COC(=O)c1ccc(NC(=O)COc2ccc(S(=O)(=O)N3CCCCC3)cc2)cc1,2,-16,-5,76,-3.2,3,-2,86,-5,2
O=C(NNC(=O)c1ccccc1O)c1ccc(Cl)cc1,10,-38,2,17,3.0,1,·,12,-23,4
CCOC(=O)N1CCC(N2Cc3cccc(C(=O)NCc4ccccc4OC)c3C2=O)CC1,-4,-87,-21,86,-1.7,-1,·,87,-9,12
COc1cccc(NC(=O)c2nn(C34CC5CC(CC(C5)C3)C4)cc2[N+](=O)[O-])c1,-2,-5,-34,55,-2.0,-1,0,65,-14,·
Cc1nc2nc(C)c(CCC(=O)NCCC3=CCCCC3)c(C)n2n1,0,·,-7,102,-0.1,3,0,94,-11,4
Cc1cc(=O)n(-c2ccc(O)cc2)[nH]1,4,5,-21,70,-3.6,1,-1,50,-8,35

# Exported with two lines to a compound: entries from further up.
# Each structure is followed by: GALR2 antag | E-sel TNF inh | Yeast growth inh | HCT116 PTEN-null | MRP-1 activ | NPY Y2 blocker | Phagocyt inh | bCat KO growth | Yeast life ext | Measles CPE
COc1ccccc1N(Cc1ccccc1)S(=O)(=O)c1cccc(C(=O)O)c1
→ 12 | · | -45 | 110 | -1.0 | 1 | 4 | 101 | 10 | 16
CC(C)(CCl)C(=O)Nc1ccc(Sc2ccc(F)cc2)cc1
→ 0 | 12 | -48 | 65 | -1.6 | -1 | · | 72 | -10 | 11
CCn1c(Cc2ccccc2)nnc1SCC(=O)Nc1ccc(N2CCOCC2)c(Cl)c1
→ 4 | -14 | -39 | 98 | -0.9 | 3 | 0 | 91 | -8 | 7
O=C(Nc1cccc(C(F)(F)F)c1)c1cnc2n(c1=O)CCS2
→ -13 | · | -62 | 95 | 0.1 | -3 | 0 | 91 | -5 | 16
CCCOc1ccc(N2C(=O)CC(N(CCc3ccc(OC)cc3)C(=O)c3cccc(F)c3)C2=O)cc1 (centres undefined)
→ -5 | -35 | -19 | 89 | -2.8 | 1 | -1 | 85 | -1 | 3
COC(=O)c1ccc(NC(=O)COc2ccc(S(=O)(=O)N3CCCCC3)cc2)cc1
→ 2 | -16 | -5 | 76 | -3.2 | 3 | -2 | 86 | -5 | 2
O=C(NNC(=O)c1ccccc1O)c1ccc(Cl)cc1
→ 10 | -38 | 2 | 17 | 3.0 | 1 | · | 12 | -23 | 4
CCOC(=O)N1CCC(N2Cc3cccc(C(=O)NCc4ccccc4OC)c3C2=O)CC1
→ -4 | -87 | -21 | 86 | -1.7 | -1 | · | 87 | -9 | 12
COc1cccc(NC(=O)c2nn(C34CC5CC(CC(C5)C3)C4)cc2[N+](=O)[O-])c1
→ -2 | -5 | -34 | 55 | -2.0 | -1 | 0 | 65 | -14 | ·
Cc1nc2nc(C)c(CCC(=O)NCCC3=CCCCC3)c(C)n2n1
→ 0 | · | -7 | 102 | -0.1 | 3 | 0 | 94 | -11 | 4

# Other results follow.
SMILES,GALR2 antag,E-sel TNF inh,Yeast growth inh,HCT116 PTEN-null,MRP-1 activ,NPY Y2 blocker,Phagocyt inh,bCat KO growth,Yeast life ext,Measles CPE
COc1ccc(Cl)cc1-c1nc(-c2ccncc2)no1,-2,16,-15,88,-4.8,0,3,100,-9,11
COc1ccc(C2Nc3ccccc3C(=O)N2Cc2ccccc2)cc1COc1ccccn1 (centres undefined),-6,-7,-48,82,-4.4,14,·,75,-18,7
O=C1NC(=S)SC1=C1CCCC1,-15,5,-33,107,-0.7,5,-1,97,12,13
Cc1cc(C)cc(OC2CCCCC2NS(=O)(=O)c2ccccc2)c1 (centres undefined),-13,2,-22,75,-3.5,2,-2,101,1,6
O=C(c1cccc(F)c1)N1CCN(S(=O)(=O)c2ccc(C(F)(F)F)cc2)CC1,-5,83*,-2,79,-2.3,-1,-1,73,-7,11
Cc1ccc(-c2cc(-c3ccccc3)nc(Cl)n2)cc1,18,-41,-11,56,-1.8,8,·,56,-23,22
CN(Cc1cn(C)c2ccccc12)C(=S)Nc1cc(F)cc(F)c1,10,-74,-17,77,-1.9,-1,·,90,-6,6
CC(=O)Nc1nc2ccc(C(=O)NC3CCCCC3)cc2s1,0,-11,-24,103,-5.4,4,·,89,·,16
Cc1ccccc1N=CC=C1OC(C)(C)C(C)(C)O1,-6,·,1,76,-0.3,2,-1,85,2,13
O=C(CN1C(=O)C2C3c4ccccc4C(c4ccccc43)C2C1=O)N1CCOCC1 (centres undefined),-4,4,21,103,-0.7,-2,-3,96,-7,5
CCc1nnc(NC(=O)CCC(=O)N2CCN(Cc3ccc(Cl)cc3)CC2)s1,-10,-17,8,86,6.3*,2,0,92,-24,17
N#C/C(=N/O)c1nc(-c2ccc(F)cc2)cs1,7,-3,54*,100,-1.6,2,2,94,-3,11
COC(=O)c1cccc(N(C(=O)c2cnccn2)C(C(=O)NC2CCCCC2)c2cn(C)nc2C)c1 (centres undefined),6,17,-12,94,0.3,0,0,108,-2,8
CCc1ccc(NCc2nc3ccccc3c(=O)[nH]2)cc1,-6,24,-56,100,-0.2,-1,0,91,-10,5
N#Cc1nc(-c2ccccc2F)oc1NCc1ccccc1,-4,·,-27,85,-0.7,0,0,88,-11,26
CCOC(=O)c1c(NC(=O)CN(CC)CC)sc2c1CCN(C(=O)OCC)C2,-3,-30,-45,60,-1.7,30*,0,59,-9,14
CC1CCCC(NC(=O)COC(=O)Cc2cn3ccsc3n2)C1C (centres undefined),0,-2,-41,99,0.9,1,0,101,-6,12
O=C(c1nn(Cc2ccccc2)c(=O)c2ccccc12)N1CCN(c2ccccn2)CC1,-4,-33,-69,83,-1.3,20*,-1,87,-5,5

# Assay outcomes (PubChem BioAssay)

# Hits appear at their usual frequency, and some 6.3% of all compounds hit somewhere here.
